IMP-1 inhibitor = IMP-1 metallo-beta-lactamase inhibitors, primary screen, biochemical, epi-absorbance readout, Pseudomonas aeruginosa enzyme | purified IMP-1, nitrocefin hydrolysis, epi-absorbance fluorescence | inhibition, % at 5.6 µM | actives 0.45% (n = 290,000) | AID 1556, 2009;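 active = inhibition above the mean plus 3 SD of all compounds in the same screening run, cut at about 4.5% in these data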;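 also: 0% = IMP-1 with DMSO and 100% = DMSO wells lacking enzyme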
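Assay system: purified recombinant IMP-1 beta-lactamase. Input: IMP-1 0.2 nM before substrate addition. Buffer or medium: Zinc- and detergent-supplemented HEPES buffer, pH 7.1. Schedule: 25 °C, 15 min preincubation, 25 min reaction. Signal: Epi-absorbance fluorescence, 480 nm excitation, 530 nm emission. Evaluation: percent inhibition from optical density relative to buffer-blank wells.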
VIM-2 inhibitor = VIM-2 metallo-beta-lactamase inhibitors, primary screen, biochemical, epi-absorbance readout, Pseudomonas aeruginosa enzyme; purified VIM-2, nitrocefin hydrolysis, epi-absorbance fluorescence; inhibition, % at 5.6 µM; actives 0.89% (n = 290,000);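 active = inhibition above the mean of all tested compounds plus 3 SD, cutoff set per screening run, cut at about 7.5% in these data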;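 also: red hydrolysis product quenches plate fluorescence so inhibitors raise well fluorescence; 0% = enzyme with DMSO and 100% = DMSO without enzyme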
CRFBP-R2 block = antagonists of CRF-BP/CRF-R2 complex, primary screen, cell-based, HEK293, calcium dye fluorescence, uHTS; CRF-induced calcium fluorescence; inhibition, % at 11.8 µM; actives 0.59% (n = 350,000); AID 588475, 2011;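 active = inhibition of the ligand-induced calcium signal above about 50% at the single tested concentration, limit read from the data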
IDE act = human IDE activators in live cells, primary screen, fluorescence polarization, HEK cells, FAbeta-B substrate | Insulin-degrading enzyme (Homo sapiens), P14735 | FAbeta-B cleavage; 0% vehicle, 100% cell-free pure enzyme wells | activation, % at 5.96 µM | actives 0.073% (n = 340,000);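 active = activation above the mean of all tested compounds plus 3 SD, set per screening campaign, cut at about 17% in these data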
Target sequence (P14735 whole entry, looked up): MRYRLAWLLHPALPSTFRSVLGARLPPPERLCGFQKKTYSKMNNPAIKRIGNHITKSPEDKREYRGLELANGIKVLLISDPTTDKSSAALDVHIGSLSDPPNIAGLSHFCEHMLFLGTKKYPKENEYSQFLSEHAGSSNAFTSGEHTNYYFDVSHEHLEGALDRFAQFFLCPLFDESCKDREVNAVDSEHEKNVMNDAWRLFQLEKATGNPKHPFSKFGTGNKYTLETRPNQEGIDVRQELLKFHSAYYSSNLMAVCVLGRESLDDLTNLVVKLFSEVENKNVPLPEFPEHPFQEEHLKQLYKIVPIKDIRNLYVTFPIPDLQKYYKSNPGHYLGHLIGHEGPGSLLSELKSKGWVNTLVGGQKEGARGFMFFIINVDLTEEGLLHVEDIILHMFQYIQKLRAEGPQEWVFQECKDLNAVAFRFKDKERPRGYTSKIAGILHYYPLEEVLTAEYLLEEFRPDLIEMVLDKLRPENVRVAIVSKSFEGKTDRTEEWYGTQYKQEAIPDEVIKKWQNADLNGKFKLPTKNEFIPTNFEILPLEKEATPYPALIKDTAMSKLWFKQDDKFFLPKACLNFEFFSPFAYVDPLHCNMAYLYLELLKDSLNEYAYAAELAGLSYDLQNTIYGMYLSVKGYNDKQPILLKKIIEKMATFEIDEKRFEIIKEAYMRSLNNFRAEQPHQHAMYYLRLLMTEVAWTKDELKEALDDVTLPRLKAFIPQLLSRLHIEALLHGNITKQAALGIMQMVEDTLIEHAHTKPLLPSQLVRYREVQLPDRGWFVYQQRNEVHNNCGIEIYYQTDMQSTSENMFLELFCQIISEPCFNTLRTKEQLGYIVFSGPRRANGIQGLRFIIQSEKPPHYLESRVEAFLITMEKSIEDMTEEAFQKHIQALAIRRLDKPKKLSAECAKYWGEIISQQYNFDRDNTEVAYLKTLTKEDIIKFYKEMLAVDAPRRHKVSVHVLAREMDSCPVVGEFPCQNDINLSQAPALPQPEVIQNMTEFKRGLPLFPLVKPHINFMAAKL
NS3 helicase inh = inhibitors of HCV NS3 helicase, primary screen, biochemical, Cy5 molecular beacon fluorescence. inhibition, % at 10.9 µM. AID 1800, 2009. NS3 helicase DNA unwinding. Hepatitis C virus NS3 helicase. actives 0.56% (n = 290,000);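 active = inhibition above the mean of all tested compounds plus 3 SD, set per campaign, cut at about 35% in these data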;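 also: 0% = DMSO wells and 100% = thioflavine S control wells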
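Control set: DMSO versus 110 µM thioflavine S; Material: NS3 helicase fragment of HCV; Measured by: Cy5 fluorescence at 0 and 60 min, beacon hairpin quenching; Read-out basis: percent inhibition from t60/t0 fluorescence ratio; Times: reaction time 60 min, 25 °C; Repeats: single replicate; Compound dosing: single dose, 10.9 µM nominal final, DMSO 0.8% final.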
IDE cell inh = human IDE inhibitors in live cells, primary screen, fluorescence polarization, HEK cells, FAbetaB substrate. Insulin-degrading enzyme (Homo sapiens), P14735. inhibition, % at 5.59 µM. actives 0.41% (n = 320,000). FAbetaB cleavage. AID 434962, 2010;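 active = percent inhibition above the average of all tested compounds plus 3 SD, set per screening campaign, cut at about 16% in these data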;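 also: IDE supplied by intact live HEK cells; FP after avidin binding of uncleaved biotin substrate so inhibition keeps polarization high; 0% = DMSO wells and 100% = 60 µM reference IDE inhibitor Ii1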
p-CIP stab down = p/CIP-EGFP fusion destabilizers, primary screen, fluorescence, F442A cells | 16 h | Q05BA5 | actives 0.01% (n = 290,000) | decrease of EGFP signal, % at 10 µM;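 active = EGFP signal decrease of at least 30% at 10 µM or well 3 SD below plate mean, unless failing retest; inactive = the rest, including hits failing retest or dose response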; also: some compounds called inactive have numbers as strong as hits; many of its hits are not listed in these tables
SUMO HTRF inh = inhibitors of in vitro SUMOylation cascade, primary screen, biochemical, HTRF, uHTS; actives 0.36% (n = 290,000); SUMO-conjugating enzyme UBC9 (Homo sapiens), P63279; inhibition, % at 35 µM; HTRF SUMOylation assay, SAE1/SAE2 + UBC9; AID 2006, 2009; in the data active = inhibition above about 50%, passing the limit was not always enough; also: strong numbers were not always called active
GalR3 antagonist = GalR3 antagonists in HEK293 cells, primary screen, cell-based, fluorescence readout | HEK293 GalR3-CNG cAMP membrane potential fluorescence; galR3 body fused to GalR1 C-terminus | inhibition, % at 3 µM | actives 0.44% (n = 360,000);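 active = inhibition above the screen-wide average plus 3 SD, cut at about 13% in these data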;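 also: forskolin and galanin both at EC90 stimulate the cells; cAMP rise reported by CNG channel membrane potential dye signal; 0% = forskolin plus galanin with DMSO and 100% = forskolin alone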
Active calls of the source: *; / = no result given. Compounds as they come; about 3.2% have a hit in one of these screens.

SMILES	IMP-1 inhibitor	VIM-2 inhibitor	CRFBP-R2 block	IDE act	NS3 helicase inh	IDE cell inh	p-CIP stab down	SUMO HTRF inh	GalR3 antagonist
Cc1c(NC(=O)CCC2CCCCC2)c(=O)n(-c2ccccc2)n1C	-5.5	-3.3	18	0	5	3	0	17	1
COc1ccccc1C(=O)C1CCCN(C(=O)c2ccccc2Cl)C1 (stereo not given)	-0.3	-0.2	-2	-3	-2	7	0	0	-5
Cc1ccc(C(=O)c2coc3ccc(O)c(CN(C)C)c23)cc1	-1.7	1.5	-15	1	-9	0	-11	7	-11
O=C(Nc1cccc(Cl)c1)C1CCCN(S(=O)(=O)c2ccc(F)cc2)C1 (stereo not given)	-3.4	-0.9	-14	2	-11	5	-2	-30	-7
Cc1cccc(C)c1OCC(=O)NCc1nnc(SCC(=O)NC2CCCCC2C)n1C (stereo not given)	-2.4	-4.8	11	3	3	1	-5	15	-6
Cc1ccc(N2CCN(S(=O)(=O)c3nnc(NC(=O)c4ccccc4)s3)CC2)cc1	-5.9	-2.8	26	-1	22	0	-2	17	/
COc1ccc(C2C(C(C)=O)=C(O)C(=O)N2Cc2ccccc2)c(OC)c1 (stereo not given)	0.0	-0.6	6	-3	18	4	-1	10	-12
Cc1cc(Cl)c2oc(C(=O)N3CCC(O)(c4ccccc4)CC3)c(C)c2c1	-1.7	0.5	-17	2	-19	1	-3	2	-6
CN(C)/C=C(\C#N)S(=O)(=O)C(C)(C)C	-5.8	-5.3	-23	4	0	-1	-5	0	-3
CC(=O)NCc1ccc(S(=O)(=O)NC(C(=O)O)C(C)C)cc1 (stereo not given)	-1.4	-1.1	-11	2	-7	4	5	-7	2
O=C(O)c1cccc2c(-c3ccccc3)c(-c3ccccc3)[nH]c12	0.0	-0.3	20	3	-51	0	-10	43	-4
O=C(NCC(c1ccco1)N1CCOCC1)c1c(F)cccc1F (stereo not given)	/	/	4	1	/	3	/	/	-2
Cc1onc(-c2ccccc2)c1C(=O)Nc1ccc(N2CCOCC2)cc1	1.3	-1.8	-8	6	-8	-1	-13	20	-4
Cc1ccccc1NS(=O)(=O)c1ccc(OCC(=O)N2CCCC2)cc1	-3.2	0.7	1	-3	-2	0	-7	8	0
CCc1nc(N2CCCC2)c(C#N)c2c1CCCC2	-1.9	-1.9	-35	5	-1	-4	5	2	-4
Cc1[nH]nc2cn[nH]c12	0.7	0.8	13	-2	-3	5	0	11	-7
COc1cc(/C=N/N=C(/N)c2nonc2N)cc(Br)c1OCc1ccccc1C	-4.7	-4.6	-38	2	-3	-1	-4	-6	-1
CC(NC(=O)C(C)(C)C)c1nc2ccccc2n1C (stereo not given)	-1.3	-1.2	-6	3	1	0	-3	13	-5
C=CCSc1nnc2c(n1)OC(c1cccnc1)Nc1ccccc1-2 (stereo not given)	-3.3	-2.3	-22	6	2	-4	5	9	-2
O=C1CCCN1CCCNc1ncnc2sccc12	-1.1	-2.2	5	8	-8	2	-6	9	-8
CC1CCCC(C)N1C(=O)CSc1nnnn1Cc1ccccc1 (stereo not given)	-0.6	0.1	-11	0	-6	2	-22	15	-5
CN(C)S(=O)(=O)Nc1ccc(C(=O)O)cc1	-1.6	0.9	22	6	-6	9	-12	11	-1
COc1ccc2c(c1)c(C(=O)N/N=C/c1ccc(Cl)cc1)c(C)n2C	-3.5	-2.5	-22	2	2	0	5	3	-1
COc1ccc(NC(=O)NNC(=O)C(O)(c2ccccc2)c2ccccc2)cc1	-3.1	-3.7	-6	-6	-5	2	6	-5	-4
CN1CCN(CCCNC(=O)CCCOc2cc(=O)n(C)c3ccccc23)CC1	0.8	1.8	9	-1	-3	3	4	27	1

No new results follow: four of the compounds above.
SMILES	IMP-1 inhibitor	VIM-2 inhibitor	CRFBP-R2 block	IDE act	NS3 helicase inh	IDE cell inh	p-CIP stab down	SUMO HTRF inh	GalR3 antagonist
CN(C)S(=O)(=O)Nc1ccc(C(=O)O)cc1	-1.6	0.9	22	6	-6	9	-12	11	-1
COc1ccc2c(c1)c(C(=O)N/N=C/c1ccc(Cl)cc1)c(C)n2C	-3.5	-2.5	-22	2	2	0	5	3	-1
COc1ccc(NC(=O)NNC(=O)C(O)(c2ccccc2)c2ccccc2)cc1	-3.1	-3.7	-6	-6	-5	2	6	-5	-4
CN1CCN(CCCNC(=O)CCCOc2cc(=O)n(C)c3ccccc23)CC1	0.8	1.8	9	-1	-3	3	4	27	1

Next part.
SMILES	IMP-1 inhibitor	VIM-2 inhibitor	CRFBP-R2 block	IDE act	NS3 helicase inh	IDE cell inh	p-CIP stab down	SUMO HTRF inh	GalR3 antagonist
CCCCCCCN1N=C(C)C(C(=O)c2ccccc2)C1=O (stereo not given)	-2.2	0.0	17	3	5	-2	10	-5	-1
CCCCOCCCn1cnc2c([nH]c3cc(OC)ccc32)c1=O	-2.6	-2.4	-1	0	-3	-1	-17	-16	-2
COc1cccc(C(=O)Nc2cccc(OCC(=O)c3ccccc3)c2)c1	-3.2	-3.8	-17	-2	-1	6	-2	-8	-7
C/C(=C\C(=S)Nc1ccccc1)Nc1ccccc1	-2.1	0.2	-13	-3	0	3	-5	3	-2
O=C(NCCCn1ccnc1)c1ccc(Br)c(S(=O)(=O)N2CCOCC2)c1	-2.1	1.1	11	5	4	6	3	-10	-5
Nc1cccc(C(=O)OCC(=O)Nc2cccc3c2C(=O)c2ccccc2C3=O)c1	-1.8	-0.1	4	6	2	-3	-5	-14	0
CN(Cc1c(O)ccc2c1oc(=O)c1ccccc12)C1CCCCC1	1.1	8.7*	-11	3	4	3	-3	18	-1
O=[N+]([O-])c1ccc2nc(-c3ccccn3)[nH]c2c1	-2.9	-4.0	9	1	8	-5	-7	18	-4
COc1ccccc1N1CCN(C(=O)CCc2nnc3ccc(N4CCOCC4)nn23)CC1	-1.7	-1.5	-19	3	-2	0	-5	6	-5
CC(C)c1ccc(-n2c(-c3ccccc3)c[n+]3c2CCc2ccccc2-3)cc1	-3.4	-3.6	-13	-4	-66	/	-31	-2	-2
COc1ccccc1Nc1nnc(SCC(=O)Nc2nc(-c3ccc(F)cc3)cs2)s1	-2.6	-2.8	-5	-3	14	-7	-2	13	-7
Cc1cccc2cc(CNCc3ccccc3)c(Cl)nc12	-0.7	-1.9	-11	1	-9	1	-17	-6	-4
COc1ccc(CCNC(=O)c2ccc(CNc3c(N4CCOCC4)c(=O)c3=O)cc2)cc1OC	0.0	-1.2	2	6	-3	1	-3	12	0
O=C(NCc1ccc2c(c1)OCO2)c1ccc(Cl)c(S(=O)(=O)N2CCOCC2)c1	-2.5	-0.2	-10	6	-6	3	5	5	-6
O=C(COc1ccc2ccccc2c1Br)N1CCOCC1	-1.5	-5.1	-9	4	-5	4	-7	5	-4
O=c1c(O[C@@H]2O[C@H](CO)[C@H](O)[C@H](O)[C@H]2O)c(-c2ccc(O)c(O)c2)oc2cc(O)cc(O)c12	-2.3	-2.6	/	/	10	/	-11	2	/
COc1ccccc1/C=N/NC(=O)CCn1cnc2ccccc21	-3.5	-2.9	-18	3	-1	0	-3	2	-4
O=C(NCc1ccncc1)C1CCCN(S(=O)(=O)c2cc(Cl)ccc2Cl)C1 (stereo not given)	/	/	-1	-6	/	6	/	/	-6
CN(Cc1ccccc1)S(=O)(=O)c1ccc(NC(=S)NC(=O)C2CCCC2)cc1	-1.7	0.5	-8	4	-6	-1	5	-22	-9
C[C@@H]1CCC[C@H](C)N1NC(=O)c1ccc(Cl)c(S(N)(=O)=O)c1	0.1	0.5	-3	4	8	-3	0	13	/
O=[N+]([O-])c1cc(S(=O)(=O)N2CCCCC2)ccc1NCCCN1CCOCC1	-2.0	-3.3	4	6	-1	-12	5	7	-3
COC(=O)c1ccc(OC)c(Cn2c(=O)n(C)c(=O)c3ccccc32)c1	-6.7	5.0	7	5	5	5	-5	-1	-3
COC(=O)c1cccc(CN2C(=O)SC(Nc3ccccc3)C2=O)c1 (stereo not given)	-1.4	0.5	3	-3	0	3	-5	2	2
CCOC(=O)CSc1nnc(NC(=O)c2cccc(S(=O)(=O)N3CCCCCC3)c2)s1	-0.7	0.2	4	5	0	-3	-7	9	-6
CN1CCC(OC(=O)c2cc3cc(Cl)cc(Cl)c3oc2=O)CC1	-3.1	6.6	3	-3	1	-3	5	11	-9
SMILES	IMP-1 inhibitor	VIM-2 inhibitor	CRFBP-R2 block	IDE act	NS3 helicase inh	IDE cell inh	p-CIP stab down	SUMO HTRF inh	GalR3 antagonist
Cc1ccc(NC(=S)N(Cc2cccc(Br)c2)CC2CCC(C(=O)O)CC2)cc1Cl (stereo not given)	-2.1	-3.9	3	4	23	5	-12	18	-4
CCOc1cc(C(=O)NCC(=O)N/N=C/c2sccc2C)cc(OCC)c1OCC	-3.1	-2.7	19	5	-2	11	6	-6	3
O=C(Nc1nc(-c2cc3ccccc3oc2=O)cs1)c1ccco1	-2.8	-2.8	-23	6	1	1	-9	31	-1
CCOC(=O)c1nn(-c2ccc(F)cc2)c(-c2ccccc2)c1C(=O)c1ccccc1	-1.4	-1.6	20	2	9	1	-5	-29	-6
O=S(=O)(Nc1cc(S(=O)(=O)N2CCOCC2)ccc1NCC1CCCO1)c1ccc(F)cc1 (stereo not given)	/	/	6	-2	/	2	/	/	-1
Cc1ccccc1NC(=O)Cc1nc(COC(=O)c2cccc([N+](=O)[O-])c2)cs1	-0.6	-1.9	24	1	-4	-2	-5	6	-1
CC(=O)n1cc(/C=N/NC(=O)c2ccc(Cl)cc2)c2ccccc21	-1.7	-1.6	4	-2	6	3	1	-10	-4
COc1ccc(OC)c2[nH]c(C(=O)N/N=C/c3ccccc3O)cc12	1.7	-2.9	40	-2	7	-5	-10	-4	-11
CNC(=O)C(=O)NCC1CCCN1S(=O)(=O)c1cccs1 (stereo not given)	/	/	-7	7	/	2	/	/	-2
CCN(CC(=O)Nc1c(F)cccc1F)C(=O)Cc1ccc2c(c1)CCC2	/	/	-4	5	/	-4	/	/	-3
CC(C)c1nnc(NC(=O)C2CCN(C(=O)Nc3ccccc3)CC2)s1	-4.5	-2.4	2	5	-5	7	0	-5	-7
COc1ccc(-c2cn(-c3ccccc3)nc2C(=O)O)cc1OC	-1.4	-2.2	8	1	5	4	-2	16	-14
Cc1ccc(S(=O)(=O)N2CCOCC2)cc1C(=O)NC1CCSc2ccccc21 (stereo not given)	-5.2	-0.5	19	2	2	2	-2	4	4
CCOc1ccc(N2C(=O)CC(NCC#N)C2=O)cc1 (stereo not given)	-0.1	1.2	4	0	9	1	2	4	-3
Fc1ccccc1-n1c(-c2ccc3ccccc3n2)n[nH]c1=S	-0.3	-0.4	-21	-4	1	0	-10	3	0

High-throughput results: PubChem BioAssay, several laboratories
